High-throughput results deposited in PubChem by several laboratories.
AddAB inh: less growth of phage-infected E. coli with AddAB. E. coli expressing H. pylori AddAB, absorbance growth. AID 435030. 330,000 compounds, 0.29% hits. inhibition, % at 11.9 µM; in the data active = inhibition above about 12%;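 note: 0% = vehicle wells of infected cells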
phage Ecoli inh: E. coli growth loss with phage present. 360,000 compounds, 0.26% hits. inhibition, % at 11.9 µM. growth absorbance; in the data active = inhibition above about 11%
PKA-R1A activ: PKA-R1A complex activation. PKA-R1A dissociation, Cy5-IP20 fluorescence polarization; scaled: DMSO 0%, 113 µM cGMP 100%. activation, % at 11.4 µM. 340,000 compounds, 0.083% hits;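 active = percent activation above the mean of all tested compounds plus 3 SD, cut at about 19% in these data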;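 note: higher means more PKAc released from R1A so a rise in polarization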
CDK5 inh: blocks human CDK5/p35 kinase activity; Recombinant CDK5/p35, ADP-Glo luminescence, 60 min; inhibition, % at 10 µM; 330,000 compounds, 0.01% hits; Q00535+Q15078;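 active = highest replicate inhibition of at least 50% and at least 75% of replicates reaching 50%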;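 note: plate controls were DMSO neutral control for no effect and GW8510 at 10 µM for full effect; many of its hits are not listed in these tables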
Ecoli viability: bacterial growth inhibition, counter-screen for AddAB inhibitors | E. coli V3065 growth, OD600 absorbance, 18 h | inhibition, % at 11.9 µM | 330,000 compounds, 0.27% hits;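 active = inhibition above the campaign's mean inhibition across all tested compounds plus 3 SD, cut at about 9.9% in these data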;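 note: uninfected addAB+ strain grown without phage in ampicillin broth; 0% = DMSO wells and 100% = ciprofloxacin 0.95 µg/ml wells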
Mot1-301 SUMO: blocks SUMOylation pathway, rescuing yeast Mot1-301 growth | AID 2716 | growth rescue, % at 18.8 µM | 320,000 compounds, 1% hits | S. cerevisiae Mot1-301 growth rescue, ATP luminescence, 38.5C; percent above DMSO median, 100 means doubled;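 active = every valid replicate shows activation above 250% relative to neutral control wells; inactive = the rest, any valid replicate at or below 250%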;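 note: OY570 slx delta 5 strain wells were the positive control but not used for scaling; some compounds called inactive have numbers as strong as hits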
Tat export inh: blocks Tat-dependent protein export in E. coli | E. coli MC4100 TorA-mCherry Tat export, fluorescence | inhibition, % at 10 µM | 340,000 compounds, 0.036% hits;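 active = mean replicate inhibition at least 50% and at least half of replicates individually reaching 50%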;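 note: exported cargo escapes ClpAP degradation while cytoplasmic cargo is degraded and loses fluorescence; 0% = median of neutral control wells and 100% = median of NaSCN control wells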
DAGLB inhibitor: blocks human DAGLB lipase activity | HEK293T DAGLB membrane lysate, EnzChek fluorogenic substrate | 340,000 compounds, 0.059% hits | Q8NCG7 | AID 504411 | inhibition, % at 5.17 µM; in the data active = inhibition above about 34%;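 note: 0% = enzyme with vehicle and 100% = wells lacking enzyme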
PKA-R2B act: activators of human PKA-R2B complex. activation, % at 11.4 µM. P22694+P31323. AID 504700. PKA-R2B holoenzyme dissociation, Cy5-IP20 fluorescence polarization; R2B truncated from residue 108, S112A mutant; 0% DMSO only, 100% 113 µM cGMP. 340,000 compounds, 0.079% hits;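 active = activation above a cutoff set at the mean over all compounds plus 3 SD, cut at about 18% in these data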;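 note: higher means more holoenzyme dissociation and a rise in polarization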
Target sequence (P31323 whole entry, looked up, other chains not shown, the tested form may be a part): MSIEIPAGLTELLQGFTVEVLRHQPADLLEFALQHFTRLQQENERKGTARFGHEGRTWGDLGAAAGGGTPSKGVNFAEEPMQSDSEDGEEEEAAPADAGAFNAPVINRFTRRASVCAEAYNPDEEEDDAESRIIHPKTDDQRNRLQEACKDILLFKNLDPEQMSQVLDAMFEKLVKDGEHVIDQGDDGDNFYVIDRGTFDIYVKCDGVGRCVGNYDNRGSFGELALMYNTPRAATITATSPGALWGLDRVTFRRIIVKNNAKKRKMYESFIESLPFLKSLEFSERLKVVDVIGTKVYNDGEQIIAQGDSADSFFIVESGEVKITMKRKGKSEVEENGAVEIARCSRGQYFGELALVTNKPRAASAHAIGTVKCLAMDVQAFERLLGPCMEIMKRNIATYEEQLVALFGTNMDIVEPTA
HTR5A inv ag: counter-screen for OPRM1-OPRD1 inverse agonists: human HTR5A inverse agonism; P47898; HTR5A cell line, luminescence; inhibition, % at 9.3 µM; 340,000 compounds, 0.083% hits; in the data active = inhibition mostly above about 23%, no sharp cut-off; inactive = mostly below about 18%;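 note: 0% = cells with DMSO and 100% = no-cell wells with DMSO; some compounds called inactive have numbers as strong as hits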
Target sequence (P47898 whole entry, looked up): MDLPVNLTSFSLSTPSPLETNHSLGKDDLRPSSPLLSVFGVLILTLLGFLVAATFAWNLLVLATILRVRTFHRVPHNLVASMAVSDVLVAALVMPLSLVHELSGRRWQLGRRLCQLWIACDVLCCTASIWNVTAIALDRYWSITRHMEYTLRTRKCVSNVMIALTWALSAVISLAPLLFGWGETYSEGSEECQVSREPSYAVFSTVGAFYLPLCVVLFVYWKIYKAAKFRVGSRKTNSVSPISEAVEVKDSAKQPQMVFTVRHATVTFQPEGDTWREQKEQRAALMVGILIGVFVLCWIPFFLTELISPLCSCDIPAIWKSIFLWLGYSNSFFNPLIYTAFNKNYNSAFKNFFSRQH
HTR5A ag: counter-screen for OPRM1-OPRD1 agonists: human HTR5A agonism; P47898; HTR5A agonist assay, luminescence, cell-based; activation, % at 9.3 µM; 340,000 compounds, 0.61% hits; AID 504692; in the data active = activation mostly above about 9.5%, no sharp cut-off; inactive = mostly below about 7.6%;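 note: 0% = cells with vehicle only and 100% = reference agonist; strong numbers were not always called active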
* hit, by the source's call; x = not tested or not shown.

SMILES	AddAB inh	phage Ecoli inh	PKA-R1A activ	CDK5 inh	Ecoli viability	Mot1-301 SUMO	Tat export inh	DAGLB inhibitor	PKA-R2B act	HTR5A inv ag	HTR5A ag
CN(CC(=O)NNC(=O)CNC(=O)c1ccccc1Cl)S(=O)(=O)c1ccc(Cl)cc1	1.5	0.6	-8.2	-9.8	1.7	48.2	-7.5	1.4	-2.6	2.9	-1.2
Cc1ccc(S(=O)(=O)N2CCN(S(=O)(=O)c3ccccc3Br)CC2)cc1	2.8	2.5	-9.9	1.0	-0.5	x	-4.7	-4.5	-3.9	-2.8	0.8
COc1ccc(OCCOCCOc2ccc(C)cc2[N+](=O)[O-])cc1	1.2	3.4	-1.4	-1.0	-1.0	3.8	0.0	-7.8	-2.2	-12.6	2.7
O=C(Oc1cccc(N2C(=O)C3C4c5ccccc5C(c5ccccc54)C3C2=O)c1)c1ccco1 (stereo unspecified)	0.8	3.6	2.6	-1.1	0.8	-15.7	1.4	34.9*	-3.9	6.7	0.3
Cc1ccc(NC(=S)N2CCCC(CO)C2)c(C)c1 (stereo unspecified)	4.4	2.2	2.9	-1.3	-1.1	0.3	3.9	-0.6	-5.0	15.4	5.0
CS(=O)(=O)N(CC(=O)Nc1ccccc1C(=O)N1CCOCC1)c1ccc(F)c(Cl)c1	0.3	0.4	-5.8	-0.4	-2.0	-1.9	-2.7	0.0	0.0	-2.6	0.7
CCc1ccc(NC(=O)CSc2nc3[nH]ncc3c(=O)[nH]2)cc1	2.5	6.1	-5.8	0.9	1.4	244.1	-4.2	3.8	-1.3	-4.5	2.3
O=C(Nc1ccccn1)C12CC3CC(CC(C3)C1)C2	2.0	2.7	3.3	-0.2	0.0	9.7	7.1	-2.3	7.1	-38.8	1.1
Cc1ccc(S(=O)(=O)C(NC(=O)c2ccccc2)=C(Cl)Cl)cc1	1.9	2.3	2.9	-1.4	1.5	-14.8	-3.7	-1.7	5.8	-21.4	5.5
CCCn1cc(S(=O)(=O)CC(=O)NC2CCCCC2)c2ccccc21	0.4	0.9	-2.0	-1.3	-1.4	0.0	-2.9	-4.2	-2.0	11.5	7.8
COc1ccc(CC(=O)OCC(=O)N2CCCc3ccccc32)cc1OC	-0.5	2.4	8.6	1.0	-1.8	-10.1	7.9	3.5	2.6	4.3	-1.6
Cc1cc(C)n2nc(C(=O)OCCOc3ccc(F)cc3)nc2n1	1.3	-0.9	-4.7	0.8	-1.6	-20.5	1.2	-1.5	-1.6	-28.0	-0.6
NC(=O)c1ccc(OCC2CCCO2)cc1 (stereo unspecified)	-0.6	0.9	2.9	-0.5	2.9	5.7	6.2	-2.6	-12.1	-15.4	5.4
COc1ccc(Nc2nc(N)c([N+](=O)[O-])c(NC3CCCCC3)n2)cc1	-1.1	1.2	-0.9	5.1	1.4	3.5	4.1	2.0	-2.0	11.8	-3.2
O=C(CCn1c(=S)oc2ccccc21)NCCC1=CCCCC1	-1.2	-2.6	-4.9	0.0	-2.1	3.1	-1.1	0.8	-4.2	-13.1	4.2
CCOC(=O)c1cnc(SC)nc1NCCOC	-0.9	1.8	2.1	-0.2	0.5	-2.8	-4.1	-1.8	6.2	-21.8	1.9
COc1ccc(-n2nc(C(=O)NCC(=O)NCc3ccco3)c3ccccc3c2=O)cc1Cl	1.7	0.3	-2.3	-3.1	0.1	72.6	5.7	1.0	-2.5	13.7	-5.2
O=C(CSc1nnc(-c2ccc(OC(F)F)cc2)o1)NCc1cccs1	2.7	1.4	-6.5	1.1	2.4	0.1	-3.3	1.2	-2.6	-13.8	3.5
CCOc1cc(C(=O)Nc2ncccn2)cc(OCC)c1OCC	-0.2	2.2	2.6	-1.7	2.8	-10.8	3.7	-6.1	1.8	12.2	3.1
CCOc1cc(OCC)nc(S(C)(=O)=O)n1	0.3	3.2	13.6	-0.5	-1.8	-12.7	-4.8	-2.6	-3.1	16.3	-6.1
CC1CN(Cc2nc3c(c(=O)n(C)c(=O)n3C)n2Cc2cccc(Cl)c2)CC(C)O1 (stereo unspecified)	-0.3	-0.8	3.3	0.6	1.6	-5.3	-1.2	0.8	-6.1	-1.0	-5.9
Cc1ccc(NC2SC(=O)N(Cc3cccc(C(=O)O)c3)C2=O)cc1 (stereo unspecified)	-0.6	2.2	-9.1	-0.1	-2.9	-11.3	1.9	3.0	-4.2	9.8	-0.7
Cc1ccc(-c2nnn3c2nc(Cl)c2ccccc23)cc1	x	2.3	-9.1	-0.8	x	x	4.6	-3.4	-2.7	-12.3	3.9
CCCC(C)C1c2c(c(C)c(C)oc2=O)Oc2c(C)c(C)oc(=O)c21 (stereo unspecified)	0.4	2.5	7.4	1.9	1.3	-0.3	8.9	-2.1	-3.6	-13.5	-4.7
COc1ccc(S(=O)(=O)N2CCOC23CCN(S(=O)(=O)c2ccc(Cl)cc2)CC3)cc1	2.0	5.0	1.5	1.3	2.2	-25.1	4.1	-0.7	-8.1	-2.2	0.7
COC(=O)c1ccc(NC(=O)CSc2nnc(COc3ccc4c(c3)CCCC4)o2)cc1	2.6	1.2	-8.1	-0.3	-3.9	-11.4	-0.4	-0.7	4.4	-3.7	1.4
CCCC1C2C(=O)N(c3ccccc3)C(=O)C2ON1c1ccccc1 (stereo unspecified)	2.4	2.8	-2.2	-0.2	2.1	-1.0	-10.4	-1.4	-9.0	19.1	-7.3
CSc1ccc(C2(O)Cc3cccc[n+]3C2c2ccccc2)cc1 (stereo unspecified)	-0.8	0.2	8.7	-0.9	-2.7	7.3	-1.0	2.3	-0.1	-35.1	-4.5
Cc1cc(NC(=O)CN2C(=O)N(C)C3(CCCCC3)C2=O)ccc1Br	4.0	1.4	2.9	-1.0	-0.3	-25.1	3.4	-5.3	-2.4	3.8	-1.5
O=C(NCc1ccccc1)[C@@H]1CSC2c3ccccc3C(=O)N21 (stereo partly specified)	1.0	1.0	4.7	-1.7	-2.1	20.6	-1.7	0.5	-3.0	13.6	2.5
Cc1ccc(NC(=O)N2CCC(O)(c3cccnc3)CC2)cc1	2.4	2.3	-1.4	-1.2	0.9	355.8*	4.4	-3.5	8.2	-7.3	2.9
CC1C(=O)N2CCCc3cc(NS(=O)(=O)c4ccccc4)cc1c32 (stereo unspecified)	2.5	3.8	4.0	-1.1	1.3	4.2	-4.2	0.4	4.5	-2.3	0.8
Cc1nc(-c2ccc(C(F)(F)F)cc2)sc1C(=O)NN	1.4	-2.8	-0.4	0.6	-0.3	-9.1	4.2	-3.1	17.5	7.0	-1.8
COC(=O)c1ccccc1NC(=O)c1cnn2c(C)cc(C)nc12	-0.7	4.4	1.0	1.2	-2.0	892.3*	-5.1	-5.7	3.1	-8.7	3.1
COc1ccc(C2CC3(CC(C)(C)NC(=O)N3)Oc3cc(O)ccc32)cc1 (stereo unspecified)	3.9	3.3	-7.4	-1.2	-0.9	-5.5	-0.9	0.7	2.0	-13.9	5.1
COc1ccc(-c2nnc(SCC(=O)O)n2C)cc1OC	2.0	0.8	-4.8	-3.1	-1.1	x	2.1	1.1	5.2	-15.6	0.5
Cc1cc(C(=O)NNC(=O)C(CCC(N)=O)NS(=O)(=O)c2ccc(Cl)cc2)c(C)o1 (stereo unspecified)	-1.4	2.7	-1.5	-1.6	1.3	19.6	3.9	-0.3	-4.0	1.3	-0.3
CCN(CC)c1ccc(NC(=O)/C=C\c2ccccc2Cl)cc1	1.5	2.9	-3.7	1.3	1.8	6.4	4.7	3.4	-2.7	-1.1	-2.2
COc1ccc(CC(=O)N(C)Cc2ccc(Cl)cc2)cc1S(=O)(=O)N1CCOCC1	3.3	1.5	-2.2	1.3	0.2	-12.9	-4.8	-0.4	9.2	9.1	-3.0
CCN(CC(=O)NC(=O)NCc1ccccc1)CC(=O)Nc1cc(Cl)ccc1C	1.8	-0.3	-5.0	-0.6	0.9	0.5	2.8	1.3	-3.0	-16.9	4.7
CCCNC(=O)C(Cc1ccccc1F)NC(=O)c1ccc(C#N)cc1 (stereo unspecified)	0.4	3.4	-6.1	-0.1	0.4	2.8	2.8	1.1	-4.4	-21.2	-1.9
Cc1ccc(S(=O)(=O)c2c(N)n(Cc3ccco3)c3nc4ccccc4nc23)cc1	-0.5	3.9	-9.9	-4.5	-1.9	-15.5	18.3	-0.9	-10.3	-6.2	1.2
COc1cc(/C=C/C(=O)c2ccc(O)cc2)ccc1OCC#N	4.5	3.8	-18.2	1.6	1.3	3.8	-0.8	1.1	-13.0	48.0*	-14.1
Cc1ccc(NC(=O)C(c2ccccc2)c2ccccc2)c(O)c1	3.4	0.8	-14.5	-8.7	-0.5	-12.5	34.4	0.8	-2.1	-0.3	0.1
CCC(C(=O)NCC1CCCO1)N(C(=O)c1snc(C(N)=O)c1N)c1ccc(Cl)cc1 (stereo unspecified)	2.3	-3.0	5.8	-1.4	-1.1	51.3	-4.9	-0.5	-13.9	14.3	-0.8
CC[C@]12c3[nH]c4cc(CCC(=O)N(C)C)ccc4c3CCN1C(=O)[C@@H](CC(=O)NCCC1=CCCCC1)C[C@@H]2C(=O)N1CCN(C(=O)c2ccco2)CC1	-0.6	0.7	4.1	1.7	-0.2	x	-3.3	2.3	-3.3	4.8	-1.4
CC(C)=CCC/C(C)=C/C=N/NC(=O)c1cccc([N+](=O)[O-])c1	1.1	-0.8	8.5	-0.7	1.6	3.2	3.5	0.9	-7.3	-17.6	0.4
Cc1nc(-c2ccncc2)sc1C(=O)Nc1ccc(Cl)cc1	4.6	4.7	-14.6	1.5	-1.5	17.6	1.8	0.0	-3.3	-2.9	1.1
CC1CC(C)CN(C(=O)CCCn2c(=S)[nH]c3ccccc3c2=O)C1 (stereo unspecified)	0.6	1.8	-3.7	-2.5	1.1	2.9	-5.1	1.3	5.9	5.1	0.6
Cc1cccc(C(=O)N2CC3(C)CC2CC(C)(C)C3)c1 (stereo unspecified)	2.1	1.6	-6.2	0.3	-1.4	5.3	3.7	-1.7	7.7	-1.0	2.5
CCOc1ccc(Br)cc1S(=O)(=O)Nc1ccc(C(=O)OCC(=O)N(C)c2ccccc2)cc1	3.8	2.8	-6.5	0.2	-1.0	5.8	5.5	2.3	-7.9	-23.9	0.7
Nc1ccn(CC(=O)NCCCc2ccccc2)c(=O)n1	1.9	2.2	-0.1	-3.7	0.6	3.8	17.7	1.5	-6.9	-10.8	0.2
Cc1nn(CC(=O)Nc2ccc(Br)cc2F)c(=O)c2cccn12	3.9	1.2	-2.0	0.1	-0.2	3.1	1.8	0.0	-6.2	-14.3	2.2
N#Cc1ccsc1NC(=O)CN1CCN(Cc2ccccc2)CC1	0.0	1.0	-3.4	1.1	-0.8	-5.8	-5.4	-2.9	-2.9	-4.2	1.6

Random draw from the library; overall some 2.3% were active at least once.
